# NS3 helicase inh: blocks Hepatitis C virus NS3 helicase unwinding; NS3 helicase DNA unwinding, Cy5 molecular beacon fluorescence; inhibition, % at 10.9 µM; 290,000 tested, 0.56% active; AID 1800;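 active means inhibition above the mean of all tested compounds plus 3 SD, set per campaign, cut at about 35% in these data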;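 further: 0% = DMSO wells and 100% = thioflavine S control wells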
#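 Control set: DMSO versus 110 µM thioflavine S; Material: NS3 helicase fragment of HCV; Measured by: Cy5 fluorescence at 0 and 60 min, beacon hairpin quenching; Read-out basis: percent inhibition from t60/t0 fluorescence ratio; Times: reaction time 60 min, 25 °C; Repeats: single replicate; Compound dosing: single dose, 10.9 µM nominal final, DMSO 0.8% final.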
# IMP-1 inh: blocks Pseudomonas aeruginosa IMP-1 metallo-beta-lactamase; purified IMP-1, nitrocefin hydrolysis, epi-absorbance fluorescence; inhibition, % at 5.6 µM; 290,000 tested, 0.45% active; AID 1556;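 active means inhibition above the mean plus 3 SD of all compounds in the same screening run, cut at about 4.5% in these data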;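 further: 0% = IMP-1 with DMSO and 100% = DMSO wells lacking enzyme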
#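 Assay system: purified recombinant IMP-1 beta-lactamase. Input: IMP-1 0.2 nM before substrate addition. Buffer or medium: Zinc- and detergent-supplemented HEPES buffer, pH 7.1. Schedule: 25 °C, 15 min preincubation, 25 min reaction. Signal: Epi-absorbance fluorescence, 480 nm excitation, 530 nm emission. Evaluation: percent inhibition from optical density relative to buffer-blank wells.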
# OXTR ag: activates the human oxytocin receptor; P30559; CHO-OTR cells, Fluo-8 calcium fluorescence; normalized: DMSO 0%, oxytocin 100%; activation, % at 3 µM; 320,000 tested, 0.32% active;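 active means activation above the mean of all tested compounds plus 3 SD, cutoff set per screening run, cut at about 20% in these data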;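 further: peak over basal fluorescence ratio from a 100 s FLIPR kinetic read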
# VIM-2 inhibitor: inhibitors of Pseudomonas aeruginosa VIM-2 metallo-beta-lactamase; purified VIM-2, nitrocefin hydrolysis, epi-absorbance fluorescence; inhibition, % at 5.6 µM; 290,000 tested, 0.89% active; AID 1527;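 active means inhibition above the mean of all tested compounds plus 3 SD, cutoff set per screening run, cut at about 7.5% in these data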;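 further: red hydrolysis product quenches plate fluorescence so inhibitors raise well fluorescence; 0% = enzyme with DMSO and 100% = DMSO without enzyme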
# FID counter: counter-screen for HCV NS3 helicase inhibitors: DNA intercalator displacement | DNA fluorescent intercalator displacement, fluorescence | inhibition, % at 7.9 µM | 290,000 tested, 0.17% active | AID 1845; in the data active means inhibition above about 37%;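 further: 0% = vehicle and 100% = reference compound; higher means more ethidium bromide displaced from hairpin DNA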
# GalR3 antag: blocks the human galanin receptor 3 | HEK293 GalR3-CNG cAMP membrane potential fluorescence; galR3 body fused to GalR1 C-terminus | inhibition, % at 3 µM | 360,000 tested, 0.44% active;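 active means inhibition above the screen-wide average plus 3 SD, cut at about 13% in these data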;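 further: forskolin and galanin both at EC90 stimulate the cells; cAMP rise reported by CNG channel membrane potential dye signal; 0% = forskolin plus galanin with DMSO and 100% = forskolin alone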
# Target sequence (O60755 1-299 limits assumed): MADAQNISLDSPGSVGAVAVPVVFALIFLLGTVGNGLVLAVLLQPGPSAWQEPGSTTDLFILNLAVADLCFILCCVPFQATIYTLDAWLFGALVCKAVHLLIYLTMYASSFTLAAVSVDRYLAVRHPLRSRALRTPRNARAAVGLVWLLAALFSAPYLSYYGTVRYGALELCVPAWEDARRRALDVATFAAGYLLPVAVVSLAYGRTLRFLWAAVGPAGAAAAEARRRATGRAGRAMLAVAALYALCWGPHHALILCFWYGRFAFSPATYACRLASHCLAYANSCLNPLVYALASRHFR
# PHOSPHO1 block: inhibitors of human PHOSPHO1 phosphatase | Q8TCT1 | recombinant PHOSPHO1, absorbance phosphatase assay | inhibition, % at 13.3 µM | 290,000 tested, 1.1% active; in the data active means inhibition above about 60%
# V1aR counter: counter-screen for oxytocin receptor agonists: human V1a receptor agonists. P37288. CHO-V1R cells, Fluo-8 calcium fluorescence, agonist mode; 0% DMSO, 100% 3 nM vasopressin. activation, % at 3 µM. 320,000 tested, 0.25% active. AID 2797;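 active means activation above the mean activation of all tested compounds plus 3 SD, per screening run, cut at about 20% in these data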;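 further: signal is peak over basal fluorescence ratio across a 100 second FLIPR read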
# Target sequence (P37288 whole entry, looked up): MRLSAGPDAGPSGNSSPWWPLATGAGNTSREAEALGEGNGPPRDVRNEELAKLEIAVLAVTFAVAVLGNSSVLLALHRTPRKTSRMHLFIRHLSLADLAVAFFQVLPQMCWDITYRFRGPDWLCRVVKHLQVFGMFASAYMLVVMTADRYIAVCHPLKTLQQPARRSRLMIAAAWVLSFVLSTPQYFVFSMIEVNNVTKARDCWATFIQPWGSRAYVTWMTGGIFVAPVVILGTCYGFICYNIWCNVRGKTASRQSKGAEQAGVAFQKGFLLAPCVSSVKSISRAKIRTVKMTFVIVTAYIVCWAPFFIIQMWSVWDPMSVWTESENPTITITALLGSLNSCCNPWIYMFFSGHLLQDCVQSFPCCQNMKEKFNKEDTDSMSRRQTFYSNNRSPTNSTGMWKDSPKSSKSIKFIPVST
# GPR7 antag: antagonists of human GPR7 (neuropeptides B/W receptor 1); P48145; GPR7-expressing cells, fluorescence antagonist assay; inhibition, % at 4.4 µM; 290,000 tested, 1.1% active; in the data active means inhibition above about 16%, passing the limit was not always enough;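 further: cells stimulated with the agonist NPW; 0% = agonist with vehicle and 100% = vehicle without agonist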
# Target sequence (P48145 whole entry, looked up): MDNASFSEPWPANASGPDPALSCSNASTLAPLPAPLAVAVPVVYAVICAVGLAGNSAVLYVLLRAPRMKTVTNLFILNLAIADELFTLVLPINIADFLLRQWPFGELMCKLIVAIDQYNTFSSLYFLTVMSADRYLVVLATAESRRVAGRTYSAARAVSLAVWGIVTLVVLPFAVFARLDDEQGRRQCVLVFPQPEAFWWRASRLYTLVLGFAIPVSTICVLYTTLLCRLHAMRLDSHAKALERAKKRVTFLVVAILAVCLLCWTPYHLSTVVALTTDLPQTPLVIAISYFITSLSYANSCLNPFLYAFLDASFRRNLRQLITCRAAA
# * marks the source's active call; other numbers are inactive results; / = not tested or not shown; & = joins results of further samples.
SMILES,NS3 helicase inh,IMP-1 inh,OXTR ag,VIM-2 inhibitor,FID counter,GalR3 antag,PHOSPHO1 block,V1aR counter,GPR7 antag
O=C(Cn1cnc2ccccc2c1=O)Nc1ccc(N2CCOCC2)cc1,0.0,-3.0,0.6,-2.4,-2.6,0.6,31.9,1.6,-3.9
Cc1cc(N2CCOCC2)n2ncc(-c3ccccc3Cl)c2n1,-4.5,-1.9,/,-1.8,-22.4,-5.6,/,/,-20.2
Cc1nn(CC(=O)NCCc2ccc(Cl)cc2Cl)c(C)c1[N+](=O)[O-],3.2,-2.7,0.0,-2.8,0.8,4.2,-1.8,4.1,12.4
Cc1ccc(Nc2nc(N3CCN(C)CC3)nc(N)c2[N+](=O)[O-])cc1C,-21.9,0.6,2.7,-0.2,6.4,/,-8.7,1.6,-6.8
O=S(=O)(NCc1ccc2c(c1)OCO2)c1ccc2oc3ccccc3c2c1,-1.1,-0.2,2.2,-3.8,-14.1,-6.4,/,1.4,-4.2
CCOCc1nnc(NC(=O)c2c(OC)cccc2OC)s1,-1.9,-2.4,-0.9,-1.8,-3.7,-2.4,12.6,0.4,-12.2
C/C=C/c1ccc(OCCOc2ccc(C=O)cc2)c(OC)c1,-3.8,-3.1,-0.6,-0.1,-12.7,-6.3,-22.0,1.5,-2.4
CCOC(=O)c1c(NCC2CCCO2)c2ccccc2[nH]c1=O (stereo unspecified),1.9,-3.9,-0.3,-2.7,-4.6,-6.8,-1.4,-0.3,0.5
O=C1c2ccccc2NC(c2cn[nH]c2-c2ccccc2)N1O (stereo unspecified),-0.5,-0.6,-0.5,1.3,-9.8,-6.2,6.9,-0.4,4.2
COCCNC(=S)NNc1ccc(Cl)c(C(=O)O)c1,3.1,-1.8,0.0,3.7,-1.1,-0.5,-48.3,0.9,-8.1
COc1ccc(CCn2c(-c3cc([N+](=O)[O-])cc([N+](=O)[O-])c3)nc3nc4ccccc4nc32)cc1,-5.6,-1.9,0.1,-3.2,2.8,-12.7,-23.9,0.6,-1.5
COCCCNc1nc(N)c([N+](=O)[O-])c(NCC2CCCO2)n1 (stereo unspecified),-26.1,-3.3,-0.5,-3.0,-7.5,-6.9,15.7,-0.1,-12.2
CN(Cc1cccc2ncccc12)C(=O)CC1C(=O)NCCN1Cc1ccc(F)cc1 (stereo unspecified),-2.1,-1.5,-0.2,-5.7,-17.2,0.6,15.8,0.5,-6.8
Cc1ccc(S(=O)(=O)NC(C)(C)CSc2ncccn2)cc1,-0.7,-3.3,-0.4,-2.1,-3.9,4.0,41.1,2.3,-0.6
CC(Oc1ccc2c(-c3ccccc3)cc(=O)oc2c1)C(=O)NCC1CCC(C(=O)O)CC1 (stereo unspecified),5.8&11.8,-1.9&-3.2,1.2&1.1,-0.4&-3.7,-37.0&-45.5,0.1&-2.7,26.5,0.2&0.7,-5.9&-4.3
Cc1cc(C)nc(N/N=C/C=C/c2ccccc2)n1,-0.1,-3.9,-1.3,-3.1,-6.6,-2.3,18.3,-0.2,-8.3
Cn1c(SCC(N)=O)nnc1C1CCN(C(=O)NCc2ccccc2)CC1,11.5,-3.9,0.6,0.5,-3.9,-1.9,-1.4,0.2,-16.3
O=C(Nc1cccnc1)c1cc2cc(Br)ccc2o1,-0.7,0.4,0.1,-1.0,-7.1,-9.3,13.9,2.0,-0.1
COc1ccc(NC(=S)Nc2ccc(N(C)C(C)=O)cc2)cc1,8.3,-2.4,0.9,-3.7,-3.2,3.5,5.8,0.1,-8.5
O=C(CCC(=O)N1CCN(c2ccc(F)cc2)CC1)N1CCN(c2ccc(F)cc2)CC1,7.9,-2.5,5.5,-0.7,-35.4,-2.7,30.2,6.4,-14.1
Cc1nn(C)c(C(=O)Nc2ccc(S(=O)(=O)NC34CC5CC(CC(C5)C3)C4)cc2)c1Br,3.7,-5.8,0.8,-3.5,-0.5,/,-8.3,1.5,-4.6
Cc1cc(SCC(N)=O)nc(SCC(=O)c2ccccc2)n1,-6.8,-3.4,3.2,-2.7,-2.2,-4.8,14.0,3.2,9.2
COc1ccc2[nH]c(C(=O)O)c(CCN3C(=O)c4ccc(C(=O)O)cc4C3=O)c2c1,-9.1,-1.3,-0.5,70.8*,-1.8,-6.5,9.3,1.4,3.5
O=C1CCN(Cc2ccc([N+](=O)[O-])cc2)CCN1[C@H](CO)c1ccccc1,6.5,-2.7,2.5,-0.8,-18.0,0.5,15.2,1.4,8.6
C/C(CC1CC(C)(C)OC1=O)=N/Nc1nc(-c2ccccc2)cs1 (stereo unspecified),12.0,-2.9,-1.4,-3.1,-2.2,-6.2,-69.9,-0.2,-0.4
CC(=O)Nc1ccc(S(=O)(=O)N2CCN=C2SCc2ccc(F)cc2)cc1,-9.1,1.0,12.0,-0.5,-5.3,-4.0,3.4,13.1,12.7
CCCCC(CCC(=O)Nc1ccn(-c2ccccc2)n1)C(=O)O (stereo unspecified),8.0,-2.6,-0.5,-1.7,-21.1,-3.5,1.0,0.1,-0.4
Cc1nc2oc(C(=O)c3ccc(Br)cc3)c(N)c2c2c1COC(C)(C)C2,1.3,-3.1,-0.1,-2.4,-0.6,-0.5,-0.8,0.3,-12.9
CS(=O)(=O)N1CCCC(C(=O)NCCCN2CCc3ccccc3C2)C1 (stereo unspecified),-1.2,0.5,1.4,-0.4,1.6,1.0,23.5,-0.5,0.8
O=C1CC(N2CCN(Cc3ccc4c(c3)OCO4)CC2)C(=O)N1c1cccc(Cl)c1 (stereo unspecified),5.4,-6.0,0.2,-3.3,-4.4,-7.4,5.9,1.0,-5.8
COc1ccc(N2C(=O)c3ccccc3NC2c2ccc(OC)c(Cn3nnc4ccccc43)c2)cc1 (stereo unspecified),5.7,-2.7,-2.1,-1.1,-17.5,-9.3,6.6,0.0,1.2
CC(C)[C@@H](C(=O)N[C@@H](C(=O)O)c1ccccc1)N1C(=O)N2CCc3c([nH]c4ccccc34)[C@@]2(C)C1=O,11.5,-4.1,0.0,-4.2,-19.2,-7.0,33.8,-0.6,-13.3
O=[N+]([O-])c1cccc(C(=S)N2CCN(c3ccccc3F)CC2)c1,3.0,0.0,-2.1,1.3,-0.9,-1.6,43.1,-0.1,-11.2
Cc1ccccc1CSCCC(=O)NCCC1=CCCCC1,2.2,-1.9,-0.7,-6.4,-33.1,-10.8,-2.4,-0.9,-2.1
Cc1ccc(NC(=O)/C(=C\c2cccc([N+](=O)[O-])c2)NC(=O)c2cccs2)cc1,-9.9,-1.0,1.9,-3.5,-0.5,-7.5,15.3,1.5,0.6
O=C(N=c1ccn(-c2nc3ccccc3nc2NS(=O)(=O)c2ccccc2)cc1)c1ccccc1Cl,-0.2,-1.8,1.6,-3.9,-58.1,-8.9,-19.9,3.8,-0.9
COc1ccc(N2CCN(C(=S)Nc3cccc(C)c3)CC2)cc1,-0.3,-2.4,6.2,-0.3,-2.0,-1.2,24.2,1.2,-2.2
Cc1ccc(NC(=O)COC(=O)CN2CSCC2=O)cc1C,9.4,1.7,0.9,-1.7,-1.9,0.0,-11.6,1.2,-3.7
C=CCC1(CC=C)CCCN1C(=O)CC1C(=O)NCCN1Cc1cccc(OC)c1 (stereo unspecified),-18.8,-1.9,-0.5,-1.3,-23.8,-3.7,6.4,-0.6,-5.1
Cc1cn(S(=O)(=O)c2ccc(Br)cc2)cn1,-1.8,-3.4,0.1,-3.7,-3.0,-2.5,6.8,0.8,8.4
O=S(=O)(NC1CCCCC1N1CCCCC1)c1ccc(Cl)cc1 (stereo unspecified),0.5,-2.5,-0.7,-1.5,2.0,-10.3,27.3,0.2,-5.3
O=C(N/N=C\c1ccc(CNS(=O)(=O)c2ccc(Cl)cc2)o1)C(=O)Nc1ccc(Oc2ccccc2)cc1,7.4,-4.4,1.1,-3.8,-11.8,-9.4,-15.4,2.3,-2.5
Cc1cccc(NC(=O)CNC(=O)COc2cc(F)ccc2[N+](=O)[O-])c1C,5.5,-3.0,-0.7,-3.1,-1.5,-4.8,36.0,1.1,-8.1
O=C1CCCN1CCCNC(=S)Nc1ccccc1,2.3,-1.3,-1.0,2.6,-5.2,-1.0,33.1,0.5,6.7
Cc1ccc(-c2nc3ccccc3nc2-c2ccccc2)cc1,0.0,1.0,-0.7,1.3,-23.8,-9.5,24.3,-0.9,0.1
CC1(C)CC(=O)c2cnn(-c3nc4ccccc4[nH]3)c2C1,-6.2,0.8,-1.8,-5.3,-11.6,-5.0,-7.0,-1.4,-5.0
CN(CC(=O)NCCC1=CCCCC1)S(=O)(=O)c1ccc2c(c1)CCC(=O)N2,-4.2,-0.3,1.8,1.5,-17.9,/,14.1,0.4,-4.4
O=C(CNC(=O)c1ccc(F)cc1)N/N=C/c1ccc(O)c([N+](=O)[O-])c1,-1.3,-2.0,-0.2,-5.6,8.1,-7.2,0.8,-0.8,-8.4

# Profiles from above. Values in the order: NS3 helicase inh, IMP-1 inh, OXTR ag, VIM-2 inhibitor, FID counter, GalR3 antag, PHOSPHO1 block, V1aR counter, GPR7 antag
# Cc1ccc(NC(=O)COC(=O)CN2CSCC2=O)cc1C in the list: 9.4, 1.7, 0.9, -1.7, -1.9, 0.0, -11.6, 1.2, -3.7
# COc1ccc(N2CCN(C(=S)Nc3cccc(C)c3)CC2)cc1 in the list: -0.3, -2.4, 6.2, -0.3, -2.0, -1.2, 24.2, 1.2, -2.2

# The list goes on.
SMILES,NS3 helicase inh,IMP-1 inh,OXTR ag,VIM-2 inhibitor,FID counter,GalR3 antag,PHOSPHO1 block,V1aR counter,GPR7 antag
CCOc1ccccc1NC(=O)C1CCC(=O)N1S(=O)(=O)c1ccc(C)cc1 (stereo unspecified),6.9,-2.4,/,-2.4,-29.9,-3.1,-16.2,/,4.3
Cc1ccc(NC(=O)C2CCN(S(=O)(=O)c3c(C)noc3C)CC2)cc1C,-5.5,-2.0,-1.9,-2.0,-17.9,0.3,-4.0,0.0,-2.1
Cc1cc2n(n1)C(c1ccccc1)Nc1ccccc1-2 (stereo unspecified),-2.8,-0.4,-1.6,0.6,-0.5,-5.3,10.6,-2.1,2.5
CCCc1cc(=O)[nH]c(SCC(=O)N2CCN(c3ccc(F)cc3)CC2)n1,-1.8,-5.6,-1.5,-1.9,-6.2,-3.1,8.7,-0.1,-11.9

# Shown with two lines to a compound: 3 of the compounds above
# Every second line gives: NS3 helicase inh	IMP-1 inh	OXTR ag	VIM-2 inhibitor	FID counter	GalR3 antag	PHOSPHO1 block	V1aR counter	GPR7 antag
CCOc1ccccc1NC(=O)C1CCC(=O)N1S(=O)(=O)c1ccc(C)cc1 (stereo unspecified)
    6.9	-2.4	/	-2.4	-29.9	-3.1	-16.2	/	4.3
Cc1cc2n(n1)C(c1ccccc1)Nc1ccccc1-2 (stereo unspecified)
    -2.8	-0.4	-1.6	0.6	-0.5	-5.3	10.6	-2.1	2.5
Cc1ccc(NC(=O)C2CCN(S(=O)(=O)c3c(C)noc3C)CC2)cc1C
    -5.5	-2.0	-1.9	-2.0	-17.9	0.3	-4.0	0.0	-2.1
